# GDH-TPI counter – counter-screen for M. tuberculosis FBA inhibitors: GDH-TPI coupled enzymes; inhibition, % at 4.8 µM; GDH-TPI coupled enzyme counterscreen, NADH absorbance; AID 588335; hit rate 1.2% among 360,000;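 note: 0% = DMSO wells and 100% = wells lacking the enzyme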
# UGM FP inh – blocks M. tuberculosis UGM enzyme; P9WIQ1; purified UGM, fluorescence polarization probe displacement; inhibition, % at 10 µM; hit rate 0.06% among 320,000; in the data active = inhibition above about 10%, passing the limit was not always enough; inconclusive = no clear call, values can overlap the other calls
# Target sequence (P9WIQ1 whole entry, looked up): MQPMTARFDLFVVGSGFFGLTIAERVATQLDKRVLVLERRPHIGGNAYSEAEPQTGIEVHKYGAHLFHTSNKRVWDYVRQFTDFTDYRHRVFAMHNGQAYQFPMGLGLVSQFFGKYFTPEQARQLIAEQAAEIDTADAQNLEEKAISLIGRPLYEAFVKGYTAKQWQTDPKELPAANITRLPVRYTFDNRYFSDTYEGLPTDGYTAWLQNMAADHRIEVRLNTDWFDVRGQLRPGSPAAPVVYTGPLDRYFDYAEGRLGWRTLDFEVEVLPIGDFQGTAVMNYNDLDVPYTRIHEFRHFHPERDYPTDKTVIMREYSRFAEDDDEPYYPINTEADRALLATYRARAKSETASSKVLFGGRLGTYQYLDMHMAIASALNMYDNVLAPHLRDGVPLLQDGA
# BoNT-A LC inh2 – BoNT A light chain protease inhibition. multiplex microsphere protease substrate cleavage, flow cytometry. inhibition, % at 10 µM. hit rate 0.17% among 360,000. AID 588499; in the data active = inhibition above about 30%; inconclusive = no clear call, values can overlap the other calls; note: plate controls were buffer without enzyme for full effect and enzyme alone for no effect
# FBA Mtb inh – Mtb fructose-bisphosphate aldolase inhibition. P9WQA3. purified M. tuberculosis FBA, fluorescence read-out. inhibition, % at 1 µM. hit rate 2.3% among 360,000. AID 588726; in the data active = inhibition above about 27%;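 note: 0% = vehicle and 100% = reference inhibitor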
# Target sequence (P9WQA3 whole entry, looked up): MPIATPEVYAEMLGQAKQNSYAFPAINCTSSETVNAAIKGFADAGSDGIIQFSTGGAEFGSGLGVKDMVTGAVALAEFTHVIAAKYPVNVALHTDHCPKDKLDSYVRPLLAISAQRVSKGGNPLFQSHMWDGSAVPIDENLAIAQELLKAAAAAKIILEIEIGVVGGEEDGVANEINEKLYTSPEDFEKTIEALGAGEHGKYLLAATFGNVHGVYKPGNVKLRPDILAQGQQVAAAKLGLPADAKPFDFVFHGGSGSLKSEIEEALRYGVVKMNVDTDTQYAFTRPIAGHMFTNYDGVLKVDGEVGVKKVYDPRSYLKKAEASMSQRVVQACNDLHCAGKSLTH
# BioA inh – inhibitors of Mycobacterium tuberculosis BioA enzyme; purified M. tuberculosis BioA enzyme, plate reader; inhibition, % at 9.99 µM; hit rate 0.096% among 360,000; in the data active = inhibition above about 40%; inconclusive = no clear call, values can overlap the other calls
# FadD28 binding – blocks FadD28 binding to the bisubstrate probe. inhibition, % at 12.5 µM. hit rate 0.22% among 360,000. fluorescence polarization; in the data active = inhibition above about 8.5%, passing the limit was not always enough; inconclusive = no clear call, values can overlap the other calls
# CCHF vOTU inh – blocks the CCHF virus ovarian tumor domain protease; CCHFV vOTU protease, Pep-AMC fluorescence; inhibition, % at 11.5 µM; hit rate 0.55% among 370,000; note: 0% = vehicle wells with enzyme and 100% = no enzyme wells
# PrPC surface inh – cell surface PrPC inhibition, primary TR-FRET screen | P04156 | inhibition, % at 13.8 µM | TR-FRET read-out | hit rate 0.43% among 370,000; in the data active = inhibition above about 24%; note: 0% = median of the test wells and 100% = reference compound wells
# BoNT F protease – inhibitors of Botulinum neurotoxin F light chain protease. hit rate 0.22% among 360,000. inhibition, % at 10 µM. Multiplex microsphere protease cleavage assay, flow cytometry. AID 588497; in the data active = inhibition above about 35%, passing the limit was not always enough; inconclusive = no clear call, values can overlap the other calls; note: plate controls were buffer without enzyme for full effect and enzyme alone for no effect
# The depositor's hits bear a star; u = inconclusive; x = not tested or not shown. Cut-off read from the data, not from the text of the source, unless noted: active = inhibition above about 30%; inactive = the rest.
SMILES,UGM FP inh,PrPC surface inh,GDH-TPI counter,FadD28 binding,BoNT-A LC inh2,BoNT F protease,BioA inh,CCHF vOTU inh,FBA Mtb inh
Cc1ccc(-c2csc(N(C)C(=O)c3c(C)nn(-c4ccccc4)c3Cl)n2)cc1,0.3,-2,12,0.1,0.0,-8,-2.7,-22,0
COc1ccc(CCNC(=O)c2c(O)c3ccccc3n(C)c2=O)cc1,0.5,7,7,-4.2,1.2,u,-1.6,-19,2
Cc1ccccc1NC(=O)C1COc2ccccc2O1 (configuration not stated),0.3,-7,2,-2.9,-2.2,3,-0.8,-3,2
O=C(NCCN1CCNC1=O)C1CCC(=O)N(Cc2ccccc2F)C1 (configuration not stated),0.9,6,-5,0.3,0.4,2,-1.2,7,-1
Cc1cccc2cc(CN(Cc3cccs3)C(=S)NCC3CCCO3)c(=O)[nH]c12 (configuration not stated),0.3,2,7,-13,-1.3,-3,x,16,3
O=C1CCCN1c1ccc(S(=O)(=O)NCc2ccco2)cc1,0.7,-5,1,-2.5,-0.8,-4,-1.3,-9,-6
CCCn1c(SCC(=O)NCc2ccccc2)n[nH]c1=O,2.3,7,1,-3.6,-0.2,0,x,11,1
O=C(c1cc(-c2ccccc2)nc2ccccc12)N1CCN(c2ccccn2)CC1,1.8,-6,10,-2.7,-0.9,4,1.8,5,1
CC1=C(C(=O)N(C(C)C)C(C)C)CC(CC(=O)NCCc2ccccn2)C(=O)N1Cc1ccccc1 (configuration not stated),x,-1,1,-3.0,0.0,1,-1.8,11,-5
Cn1c(CN2CCCC2)nc2cc(NC(=O)c3ccco3)ccc21,0.1,-2,16,-5.5,0.1,-8,0.5,2,1
Cc1ccc(NC(=O)N(CCCN2CCOCC2)Cc2cc3cc4c(cc3[nH]c2=O)OCO4)cc1,0.1,-6,28,-0.6,-0.2,9,0.8,3,13
CCOC(=O)C1(Cc2ccccc2C)CCCN(C(=O)c2ccc3nccnc3c2)C1 (configuration not stated),0.9,-1,7,-1.2,-0.3,-5,-1.8,-5,2
O=C1C(c2ccccc2)c2ccccc2N1Cc1ccccc1 (configuration not stated),x,7,8,-2.7,0.3,-2,0.9,6,-1
Cc1cc(OC2CCCCC2)nc(-c2ccccc2O)n1,-1.9,1,5,-1.0,u,-4,-2.1,-2,-1
CN(C)/C=c1\sc2c(C#N)cc(C(=O)c3ccc(Br)cc3)n2c1=O,-0.3,-9,14,-4.3,1.3,-8,-1.5,8,-8
CN(C)S(=O)(=O)c1cccc(NC(=S)N(CCC#N)Cc2cccnc2)c1,-3.0,-1,-1,-2.2,-0.1,-2,-0.4,-9,2
CN(Cc1ccccc1)S(=O)(=O)c1ccc(Cl)c(C(=O)N2CCC2)c1,2.9,4,11,-3.5,-0.5,7,1.9,-1,3
Cc1cc(NC(=O)COc2ccc(Cl)cc2Cl)n(-c2ccccc2)n1,1.2,6,-3,-2.1,-0.4,-7,x,3,-1
Cc1ccc(NC2=CC(=O)CC(C)(C)C2)cc1Cl,-1.3,5,8,-3.0,1.8,u,x,-7,3
O=C(/C=C/c1cccs1)N1CCC2(CC1)Oc1ccc(Cl)cc1C(=O)C21CC(c2cccnc2)=NO1 (configuration not stated),4.4,0,12,-4.1,-0.1,3,0.2,3,0
COC(=O)NCCOc1nc(N(C)C)nc(N(C)C)n1,3.4,-1,0,-2.5,x,x,-0.1,3,2
COc1ccc(C2/C=C\CN(Cc3ccc(N(C)C)cc3)CC(=O)N2Cc2ccc(F)cc2)cc1 (configuration not stated),-2.4,-5,-6,-4.5,0.1,2,-0.6,1,-2
CCCC1C(C(=O)OCC)=C(C)NC(C)=C1C(=O)OCC,1.3,-3,12,-3.0,-0.3,-24,-0.1,12,3
COc1ccc(NC(=O)C(NC(=O)Cc2cccs2)c2ccc(C)cc2)cc1 (configuration not stated),x,3,-7,-4.9,0.8,6,-2.1,-8,1
Cc1ccc(CSCCC(=O)NCCc2ccc(Cl)cc2)cc1,1.3,3,2,-2.1,-0.2,-2,-0.6,-13,1
NC(Cc1ccc(Cl)cc1)c1csc(NC(=O)Nc2ccccc2-c2ccccc2)n1 (configuration not stated),x,5,12,-0.9,-0.8,-15,-1.7,6,1
CN1CCN(c2cc(-c3cccc(C(=O)O)c3)nc3ccnn23)CC1,x,7,18,-1.4,0.3,-3,-3.6,-30,30*
CCCCNC(=O)c1nn2c(C(F)(F)F)cc(-c3ccccc3)nc2c1Br,0.8,-6,15,-1.1,x,x,0.5,8,-1
Cc1cccc(C(=O)Nc2nnc(S(=O)(=O)N3CCOCC3)s2)c1,-0.8,-3,18,1.5,x,x,1.0,9,4
COc1ccc(CN2CCc3ccccc3C2)c(OC)c1OC,2.2,-7,-2,-0.8,0.1,-7,-0.1,9,4
CCCCN(C)CCCN1C(=O)C2C(C(=O)Nc3cccc(OC)c3)C3C=CC2(O3)C1C(=O)NC1CCCCC1C (configuration not stated),-0.6,-4,0,0.0,-0.4,0,-0.7,-10,-3
c1ccc2c(c1)ncn2CCOCCOCCn1cnc2ccccc21,2.5,-3,15,0.5,0.5,0,-1.0,3,-1
CCc1ccc(-c2nn[nH]n2)cc1,-1.7,0,4,-3.3,0.4,3,-0.8,-3,0
CC(Sc1nc2ncc(Cl)cc2[nH]1)C(=O)NC1(C#N)CCCCC1 (configuration not stated),2.0,2,9,-0.8,-2.6,1,0.4,7,5
O=C(CCN1CCCCC1)c1ccccc1,2.8,9,9,-1.3,u,1,-0.2,-3,-1
Cc1cc(NC(=O)C(Cl)(Cl)Cl)no1,2.9,7,11,-0.6,-0.3,6,x,-1,0
COc1ccc(S(=O)(=O)NCc2ccncc2)cc1NC(=O)c1ccc(Cl)cc1,2.0,8,-4,-6.9,-2.7,0,1.9,-4,-1
Cc1cc(=O)[nH]c(N/N=C/c2ccc(N(C)C)cc2)n1,4.0,-3,35*,0.2,-1.0,-4,x,2,14
N#CC1=C(N)Oc2c(oc(CO)cc2=O)C12C(=O)Nc1ccc(Cl)cc12 (configuration not stated),-1.2,9,6,-1.7,-0.8,1,13,-6,1
FC(F)Sc1ccc(Nc2ncnc3nc[nH]c23)cc1,-0.9,4,-6,-5.3,u,-4,-1.0,13,0
O=C(NCCc1ccc(Cl)cc1)C1CCN(c2ncccn2)CC1,0.3,-2,-1,-1.3,-0.7,-5,x,-6,4
CCCCn1c(O)c2n(c1=O)Cc1ccccc1N=C2c1ccccc1,x,3,x,1.3,-0.2,-9,-4.5,5,2
CC1CCN(C(=O)COC(=O)CNC(=O)c2ccccc2F)CC1,x,-3,-2,-2.5,-0.4,x,-0.3,8,-1
O=c1[nH]c(Nc2ccccc2)cc2cc(Br)ccc12,-1.5,0,-8,-1.2,-0.5,-9,1.4,101*,2
Cc1ccc(S(=O)(=O)NNC(=O)Nc2cccc3ccccc23)cc1,-1.9,-5,5,-3.5,0.1,1,-1.2,3,4
Cc1nc2c3ccccc3nc(NNC(=O)CCC(=O)N3CCCC(C)C3)n2n1 (configuration not stated),-5.0,6,4,0.9,-1.0,1,-1.1,11,5
CCn1c(C2CCN(Cc3ccccc3)CC2)n[nH]c1=S,x,-2,3,-1.3,-0.1,2,x,6,5
O=C(CCn1[nH]c(=O)c2ccccc2c1=O)N1CCOCC1,2.8,5,9,0.1,0.2,-3,x,9,20
CCC12CN3CCN(CC(C3)/C1=N/NC(N)=O)C2,0.7,0,-1,0.4,-0.2,-2,2.3,-4,-2
Cc1ccc(-c2nnn(CC(=O)N(CCCO)C(C(=O)NC3CCCC3)c3ccc(F)cc3)n2)o1 (configuration not stated),1.9,-3,10,-0.7,-0.4,8,-0.3,6,0
CC(C)[C@@H](COc1ccccc1)N1CCN(Cc2ccccc2)CCC1=O,-1.3,-5,3,0.3,0.3,-9,1.8,2,4
CN1CCN(CC(O)(c2ccc(Cl)cc2)c2ccc(Cl)cc2)CC1,-0.7,-13,-2,-6.8,-0.1,-1,2.3,3,-2
CC(C)CN1CCC(=O)N(CCO)CC1,-0.4,2,-3,-2.0,-0.5,1,1.2,0,0
CCOC(=O)c1c(CN(CC)CC)oc2cc(Br)c(O)cc12,1.4,-1,19,-0.7,-0.3,4,-2.2,-6,7
COc1ccc(C(=O)Nn2c(SCC(=O)NC3CCCCC3)nc3ccccc3c2=O)cc1,-0.1,6,-2,-4.8,-1.0,-2,0.4,-5,2
O=C(CN(Cc1ccccc1)C(=O)CCl)c1cccc(Br)c1,0.6,-2,5,-2.0,-0.3,-2,0.5,13,-1

# Reformatted: results already given.
> CCC12CN3CCN(CC(C3)/C1=N/NC(N)=O)C2
  UGM FP inh: 0.7
  PrPC surface inh: 0
  GDH-TPI counter: -1
  FadD28 binding: 0.4
  BoNT-A LC inh2: -0.2
  BoNT F protease: -2
  BioA inh: 2.3
  CCHF vOTU inh: -4
  FBA Mtb inh: -2
> Cc1ccc(-c2nnn(CC(=O)N(CCCO)C(C(=O)NC3CCCC3)c3ccc(F)cc3)n2)o1 (configuration not stated)
  UGM FP inh: 1.9
  PrPC surface inh: -3
  GDH-TPI counter: 10
  FadD28 binding: -0.7
  BoNT-A LC inh2: -0.4
  BoNT F protease: 8
  BioA inh: -0.3
  CCHF vOTU inh: 6
  FBA Mtb inh: 0
> CC(C)[C@@H](COc1ccccc1)N1CCN(Cc2ccccc2)CCC1=O
  UGM FP inh: -1.3
  PrPC surface inh: -5
  GDH-TPI counter: 3
  FadD28 binding: 0.3
  BoNT-A LC inh2: 0.3
  BoNT F protease: -9
  BioA inh: 1.8
  CCHF vOTU inh: 2
  FBA Mtb inh: 4
> CN1CCN(CC(O)(c2ccc(Cl)cc2)c2ccc(Cl)cc2)CC1
  UGM FP inh: -0.7
  PrPC surface inh: -13
  GDH-TPI counter: -2
  FadD28 binding: -6.8
  BoNT-A LC inh2: -0.1
  BoNT F protease: -1
  BioA inh: 2.3
  CCHF vOTU inh: 3
  FBA Mtb inh: -2

# (continued)
SMILES,UGM FP inh,PrPC surface inh,GDH-TPI counter,FadD28 binding,BoNT-A LC inh2,BoNT F protease,BioA inh,CCHF vOTU inh,FBA Mtb inh
CC(C)N1C(=O)C(Cc2nc3ccccc3c(=O)n2-c2ccccc2)c2ccccc21 (configuration not stated),1.7,-5,10,1.6,-0.3,-12,-0.1,7,0
Cc1cnc(NC(=O)CC2OC(=O)c3ccccc32)s1 (configuration not stated),x,-9,-6,-3.2,2.3,-1,1.2,4,1
CC(C)C(=O)Nc1cccc(-c2csc(-c3ccccc3)n2)c1,1.0,0,8,-2.1,-0.5,-2,-0.3,1,0
CC(=O)NC(Cc1ccccc1C)C(=O)NC1CCN(C(=O)NCc2ccccc2)CC1 (configuration not stated),x,-1,2,0.8,-1.0,2,-6.9,-2,6
CC1(C)Cc2cccc(OCC(=O)OCC(=O)c3ccccc3)c2O1,-0.8,7,5,-2.0,0.1,-3,-2.7,11,5
CCOC(=O)C1(C)C(=O)CC2c3nc4ccccc4cc3CN2C1=O (configuration not stated),x,-13,17,3.1,-0.6,-2,-0.4,6,2
CC1CCCC(C)N1C(=O)Nc1cccc(Cl)c1 (configuration not stated),0.0,3,5,-0.7,1.0,-1,-0.9,12,0
CC1CC(C)(C)CC2(C1)NC(=O)N(CC(=O)Nc1c(F)cccc1F)C2=O (configuration not stated),3.5,-1,-4,-0.5,-0.8,-10,-1.9,-5,-1
COc1ccc(C2OCC3(O)C(c4ccc(OC)c(OC)c4)OCC23)cc1OC (configuration not stated),-0.5,-4,-5,-1.7,-0.2,-10,-0.2,-1,0
O=C(COC(=O)/C=C/c1ccc(F)cc1)NCC1CCCO1 (configuration not stated),0.7,7,-4,-3.1,-0.7,-1,-1.0,6,-2
COc1ccc(C2/C=C\CN(C(=O)Nc3ccccc3)CC(=O)N2Cc2ccc(F)cc2)cc1 (configuration not stated),-0.4,-2,0,0.1,0.2,4,0.3,-3,0
COc1ccc2c(c1)CC/C(=C\C=C\c1ccccc1OC)C2=O,-2.0,4,6,-2.8,10,1,0.6,6,1
COc1ccc(N2CCC(CNC(=S)Nc3c(C)cccc3C)C2)cc1 (configuration not stated),0.2,0,6,-1.6,0.8,-14,0.4,-9,-3
Cc1cccnc1NS(=O)(=O)c1cccc([N+](=O)[O-])c1,-0.8,-5,5,-0.8,-2.3,2,-3.3,-10,-3
COc1nc2c(C)cccc2cc1-c1noc(-c2ccco2)n1,0.7,3,4,-1.4,1.6,-5,-7.0,9,1
COc1ccc(S(=O)(=O)N2CCCCC2)cc1NC(=O)Cc1cccc(C(F)(F)F)c1,x,1,4,-1.0,3.9,u,-3.1,-6,4

# Source: PubChem
